Xi reactivation – reactivates the inactive X chromosome in mouse fibroblasts; XiGFP mouse fibroblasts, % GFP-positive cells imaging, 3 d; cells co-treated with 5-aza-dC sensitizer; scaled so ellipticine positive control = 100%; activation, % at 7.58 µM; hit rate 0.055% among 360,000;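 active = mean normalized replicate activation at least 10% and every replicate at or above 10%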;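 also: 0% = median of on-plate neutral control wells and 100% = ellipticine 6 µM median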
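System: XiGFP fibroblasts, SV40-immortalized. Medium: DMEM plus 5-aza-dC sensitizer. Doses: single point. Timing: 3 d treatment, 15 min room-temperature fixation. Control set: ellipticine 6 µM.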
PAX8 inh HTS – lowers PAX8-driven luciferase in RMG-I cells; inhibition, % at 12.6 µM; hit rate 1.2% among 360,000; AID 652154; RMG-I TPO-luciferase reporter, SteadyGlo, 24 h;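 active = mean replicate inhibition at least 60% with every replicate also reaching 60%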;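 also: luciferase light reporting Pax8 driven TPO promoter activity; plate controls were median of neutral control wells for no effect and mitoxantrone controls for full effect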
GSIS activator – GLuc luminescence reporter in INS-1E cells, primary screen for activators of glucose-dependent secretion of insulin; hit rate 0.61% among 370,000; activation, % at 16.6 µM; AID 743287; INS-1E GLuc reporter insulin secretion, 2-3 h;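 active = lowest replicate activation of at least 40%, so every replicate reaches that level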;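 also: 0% = median of neutral control wells and 100% = median of IBMX positive control wells; some compounds called inactive have numbers as strong as hits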
EWS-Fli inh – blocks EWS/Fli oncoprotein-driven transcription; A673 NR0B1-luciferase reporter, viability-normalised; inhibition, % at 12.6 µM; hit rate 0.67% among 350,000; AID 651661;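 active = mean inhibition of at least 50% after viability correction, with every replicate also passing that limit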;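 also: firefly luciferase signal divided by Alamar Blue viability fluorescence both relative to DMSO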
DENV2 CPE – inhibitors of DENV2 cytopathic effect | CPE inhibition, % at 9.99 µM | DENV2-infected cells, cytopathic effect rescue, plate reader | AID 651640 | hit rate 1.7% among 350,000; in the data active = CPE inhibition above about 20%, passing the limit was not always enough; tested in BHK-21 cells;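 also: 0% = median of neutral control wells and 100% = median of positive control wells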
ERp5 inh – inhibitors of human ERp5. Q15084. ERp5 insulin aggregation, absorbance 650 nm, 90 min. inhibition, % at 9.99 µM. hit rate 0.05% among 350,000. AID 651711;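 active = mean replicate inhibition above about 25%, with every replicate also reaching it, limit read from the data, passing the limit was not always enough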
Target sequence (Q15084 whole entry, looked up): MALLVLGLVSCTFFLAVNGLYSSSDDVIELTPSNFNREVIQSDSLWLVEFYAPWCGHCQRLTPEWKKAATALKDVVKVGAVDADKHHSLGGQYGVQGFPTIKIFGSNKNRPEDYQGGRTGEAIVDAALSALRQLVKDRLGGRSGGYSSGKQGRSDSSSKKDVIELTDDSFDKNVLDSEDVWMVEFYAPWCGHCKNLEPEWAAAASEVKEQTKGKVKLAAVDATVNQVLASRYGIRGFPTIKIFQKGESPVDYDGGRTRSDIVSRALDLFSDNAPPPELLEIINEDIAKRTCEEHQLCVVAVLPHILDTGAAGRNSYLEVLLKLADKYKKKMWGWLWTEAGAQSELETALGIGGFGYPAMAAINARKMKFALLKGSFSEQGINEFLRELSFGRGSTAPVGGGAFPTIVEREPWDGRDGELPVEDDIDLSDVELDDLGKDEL
F508del corr – CFTR F508del correction in bronchial cells; hit rate 0.36% among 350,000; activity (quench increase), % at 7.58 µM; CFBE cells, YFP halide quenching; stimulated with forskolin plus potentiator P3; % fluorescence drop versus neutral controls; AID 720511;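 active = mean added fluorescence quench of at least 8% versus neutral control, with both replicates also reaching 8%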;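 also: cells transiently co-express mutant CFTR-F508del with the halide-sensitive YFP; corrector assay measuring rescue of mutant channel to the surface after 24 h compound exposure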
ARNT-TACC3 inh – disruptors of human ARNT/TACC3 interaction; AlphaScreen His-ARNT PAS-B/GST-TACC3 binding, luminescence; TACC3 fragment carries E629A point mutation; inhibition, % at 9.99 µM; hit rate 0.66% among 390,000;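 active = mean inhibition of replicates at least 50% and at least half of replicates each reaching 50%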;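 also: 0% = complete ARNT plus TACC3 wells and 100% = ARNT alone without TACC3; many hits fall short of the cut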
The depositor's hits bear a star; . = not tested or not shown; & = joins results of further samples.

The line under a structure holds: Xi reactivation, PAX8 inh HTS, GSIS activator, EWS-Fli inh, DENV2 CPE, ERp5 inh, F508del corr, ARNT-TACC3 inh
O=C(C[C@@H]1C[C@H]2c3cc(NC(=O)Nc4ccc(F)cc4)ccc3O[C@H]2[C@@H](CO)O1)NC1CCCCC1
    0.1, 0.3, 0.9, 1.1, -2.3, 3.6, -4.6, 17.2
CCOc1ccc(-c2c(C(=O)N/N=C(\C)c3ccncc3)nnn2-c2nonc2N)cc1
    0.0, -1.2, -6.6, -3.2, -0.7, -0.2, -0.4, .
Cc1cccc(-n2ncc3c(=O)[nH]c(SCC(=O)Nc4cc(C)on4)nc32)c1
    0.1, ., 4.6, -10.0, -4.2, -2.9, -3.1, 23.3
O=C(N/C(=C\c1cccc([N+](=O)[O-])c1)C(=O)N1CCOCC1)c1ccc([N+](=O)[O-])cc1
    0.0, 5.3, 11.7, 4.3, -1.7, 8.2, -0.1, -1.7
CN1C(=O)c2cc(NC(=O)Nc3cccc(Cl)c3)ccc2OC[C@H]2O[C@H](CC(=O)O)CC[C@@H]21
    -0.1, 5.5, 4.8, 1.4, 4.5, -2.0, -1.8, 3.4
N#CC1=C(N)Oc2c(O)cc3ccccc3c2C1c1ccsc1 (stereo not drawn)
    0.2, 11.8, -22.3, -14.4, 0.7, -0.2, 0.4, .
Cc1ccc2nc(NNC(=O)c3ccc(S(=O)(=O)N4CCc5ccccc5C4)cc3)sc2c1
    0.0, 89.8*, ., 26.0, -3.2, -1.9, 8.3*, 8.0
C[C@@H]1CN([C@H](C)CO)S(=O)(=O)c2ccc(-c3ccccc3)cc2O[C@H]1CN(C)C(=O)CN(C)C
    -0.7, -5.4, 1.8, -9.3, 0.0, -2.4, -0.9, 8.7
CC12CCCCC1NS(=O)(=O)OC2 (stereo not drawn)
    0.2, -0.6, 2.9, -4.0, ., ., 2.1, -15.1
COc1ccc(C(=O)Nc2ccc(Nc3ccccc3)cc2)cc1Br
    0.0, 14.7, -11.9, -2.1, 5.5, 4.9, -4.9, -9.4
COc1ccc(/C=N/NC(=O)CNc2c(Br)cc(C)cc2Br)c(C(=O)O)c1OC
    0.0, -13.4, 22.8, ., ., ., ., -9.9
Cc1cccc(C(=O)OCN2C(=O)c3ccccc3C2=O)c1[N+](=O)[O-]
    0.0, 8.5, 10.7, -1.6, 2.7, 0.1, -2.1, -1.8
FC(F)Sc1ccc(NC(=S)NCc2ccccc2)cc1
    0.3, -22.5, -11.2, -19.2, -11.4, 1.3, 3.4, .
Cc1ccc(NC(=O)N2CCc3ccccc32)cc1C
    0.0, -92.3, -5.4, -7.1, 0.1, -5.6, ., 2.6
CS(=O)(=O)N1[C@@H](C#N)[C@@H](c2ccc(-c3ccccc3F)cc2)[C@@H]1CO
    0.0, 7.7, -10.6, -1.4, 0.6, 3.0, -0.6, 1.3
COCC(=O)Nc1ccc2c(c1)C(=O)N(C)C[C@@H](OC)[C@@H](C)CN(C(=O)c1ccncc1)[C@@H](C)CO2
    0.4, ., 7.7, -1.2, 9.3, -5.4, -0.9, -8.0
CCCCCC(=O)N1CC2(CC(c3cccc(NC(=O)[C@@H]4CCC(=O)N4)c3)=NO2)C[C@@H]1C(N)=O (stereo partly drawn)
    0.0, -7.2, 1.4, -23.2, -0.3, 0.5, -5.1, -0.4
O=C(c1ccccc1Cl)N1CCC(N2CCC(C(=O)N3CCCC3)CC2)CC1
    -0.1, -45.5, -1.1, -18.6, -0.3, -6.6, 0.2, -0.5
COc1cc2c(cc1OC)-c1cc(Nc3cccc(C)c3)nc(=O)n1CC2
    0.2, -32.8, 50.8, -10.5, 9.4, -10.1, 0.9, 52.6*
COc1ccc(C(CC(=O)Nc2nccs2)C(C)C)cc1 (stereo not drawn)
    0.4, -5.5, 14.6, 4.7, -3.1, 0.0, 1.4, -2.3
Cc1ccc(NC(=O)c2cc(S(=O)(=O)N3CCOCC3)cn2C)cc1Cl
    0.0, 12.4, -19.3, 19.3, 0.5, 0.5, -2.5, -3.6
COc1ccc(N(C(=O)c2ccco2)C(C(=O)NC2CCCC2)c2ccncc2)cc1 (stereo not drawn)
    0.0, -0.3, 85.1, 2.0, 11.9, 0.6, 0.2, -1.5
Cc1cccc(C(=O)C(O)(c2ccccc2)C2CCCCC2=O)c1 (stereo not drawn)
    0.4, 1.0, -10.3, 8.9, -0.2, 0.2, 0.6, .
Cn1c(=O)c2cc(NC(=O)Nc3cccnc3)ccc2n1-c1ccc(C(C)(C)C)cc1
    0.1, 6.5, 0.3, 19.5, 5.1, 5.2, -5.9, .
CCC(=O)N1CC2(C1)CN(Cc1ccccn1)[C@H](CO)c1[nH]c3cc(OC)ccc3c12
    0.1, ., 11.7, 3.5, -10.4, ., 1.2, .
CC(=O)Nc1ccc2c(c1)C(=Nc1ccc(C)cc1)c1ccccc1-2
    0.1, -23.4, -9.4, -30.3, 4.2, 1.3, 4.9, 2.9
Cc1cccc(C)c1NC(=O)C1(C)CN(S(C)(=O)=O)CC(=O)N1CCc1c[nH]c2ccccc12 (stereo not drawn)
    0.0, 8.4, 7.2, -1.1, -0.7, 0.6, 0.9, .
CC(=O)Oc1oc(-c2ccccc2)nc1/C=N/c1ccccn1
    ., ., -6.6, -45.6, -8.3, 3.7, -2.5, -8.0
Cc1ccccc1S(=O)(=O)NC(=O)C1(C)CCN1C(=O)CCc1ccc(Cl)cc1Cl (stereo not drawn)
    0.1, 8.7, 30.2, -1.4, 7.0, -5.1, 4.1, .
COc1ccc(C(=O)N2CCCC(c3nc(-c4ccc(C)o4)no3)C2)cc1OC (stereo not drawn)
    0.3, -2.0, 10.7, -3.8, -6.4, 2.4, 1.0, -0.6

Retrieved by structure from above:
The line under a structure holds: Xi reactivation, PAX8 inh HTS, GSIS activator, EWS-Fli inh, DENV2 CPE, ERp5 inh, F508del corr, ARNT-TACC3 inh
COCC(=O)Nc1ccc2c(c1)C(=O)N(C)C[C@@H](OC)[C@@H](C)CN(C(=O)c1ccncc1)[C@@H](C)CO2
    0.4, ., 7.7, -1.2, 9.3, -5.4, -0.9, -8.0
Cc1cccc(C(=O)C(O)(c2ccccc2)C2CCCCC2=O)c1 (stereo not drawn)
    0.4, 1.0, -10.3, 8.9, -0.2, 0.2, 0.6, .
COc1ccc(C(CC(=O)Nc2nccs2)C(C)C)cc1 (stereo not drawn)
    0.4, -5.5, 14.6, 4.7, -3.1, 0.0, 1.4, -2.3
COc1ccc(N(C(=O)c2ccco2)C(C(=O)NC2CCCC2)c2ccncc2)cc1 (stereo not drawn)
    0.0, -0.3, 85.1, 2.0, 11.9, 0.6, 0.2, -1.5
CN1C(=O)c2cc(NC(=O)Nc3cccc(Cl)c3)ccc2OC[C@H]2O[C@H](CC(=O)O)CC[C@@H]21
    -0.1, 5.5, 4.8, 1.4, 4.5, -2.0, -1.8, 3.4
Cc1ccc2nc(NNC(=O)c3ccc(S(=O)(=O)N4CCc5ccccc5C4)cc3)sc2c1
    0.0, 89.8*, ., 26.0, -3.2, -1.9, 8.3*, 8.0
CC12CCCCC1NS(=O)(=O)OC2 (stereo not drawn)
    0.2, -0.6, 2.9, -4.0, ., ., 2.1, -15.1

(further entries)
The line under a structure holds: Xi reactivation, PAX8 inh HTS, GSIS activator, EWS-Fli inh, DENV2 CPE, ERp5 inh, F508del corr, ARNT-TACC3 inh
CCOC(=O)C1=C(C)OC(N)=C(C#N)C1c1ccc(C)s1 (stereo not drawn)
    0.0, 4.4, -6.7, 26.4, 7.5, -1.7, -2.5, 0.5
CCN(C[C@H]1N[C@@](CC)(C(=O)OC)[C@H]2C(=O)N(Cc3ccccc3)C(=O)[C@@H]12)S(=O)(=O)c1ccc(-c2ccccc2)cc1
    0.3, 1.7, ., 5.0, 5.0, 1.9, 0.8, -3.4
Cc1nn(CCCC(=O)NCc2ccccc2Cl)c(=O)c2nccn12
    0.0, 4.4, 13.3, -9.2, 2.4, 2.3, -2.2, -1.2
O=C(COC(=O)c1ccccc1O)Nc1ccc(S(=O)(=O)N2CCCCC2)cc1
    0.0, 26.5, -7.3, 11.0, 3.7, 6.3, 3.7, -0.1
Cc1ccccc1NS(=O)(=O)c1cc(C(=O)NCc2ccncc2)ccc1Cl
    0.3, -1.6, -5.5, -0.3, -2.8, 1.9, 0.0, -1.4
COCC(=O)Nc1ccc2c(c1)OC[C@H](C)N(Cc1ccncc1)C[C@@H](C)[C@@H](OC)CN(C)C2=O
    -0.3, ., 3.4, -8.4, -5.5, -1.0, 0.2, 1.6
CS(=O)(=O)N1CCN(C(=O)CCc2ccccc2)CC1
    -0.1, 0.8, 15.3, -6.8, 6.3, 2.3, -1.5, 0.3
COc1cccc(C(=O)N2C(C(=O)O)CSC2c2ccccc2Cl)c1 (stereo not drawn)
    0.0, 57.2, 6.9, 2.2, -10.6, 8.8, -0.2, -6.5
CCOC(=O)c1cc(C#N)c(N2CCNCC2)nc1C(F)(F)F
    0.0, -16.7, -11.1, 10.3, -5.2, -3.0, 0.6, -0.8
O=C(COC(=O)CCN1C(=O)C2CC=CCC2C1=O)Nc1ccc([N+](=O)[O-])cc1 (stereo not drawn)
    0.0, -11.6, -29.3, -4.5, 7.9, 3.0, -2.9, 2.7
CCOC(=O)COc1c(/C=N\OC)cc(Cl)cc1OC
    0.1, -18.5, 2.0, 1.4, 1.5, -5.0, -3.0, -3.2
FC(F)(F)c1ccc(Cl)c(NC2=NCCCCC2)c1
    0.0, -0.7, -3.1, -5.2, 4.5, -2.0, 2.8, 3.7
C[C@@H]1CCCCO[C@@H](CN(C)C(=O)CCC(F)(F)F)[C@H](C)CN([C@@H](C)CO)C(=O)c2cc(NS(=O)(=O)c3cn(C)cn3)ccc2O1
    0.0, 9.0, 15.5, -13.2, 2.5, 7.8, -0.1, -9.2
CN(CC(=O)Nc1ccc(Cl)cc1)c1ccc(S(=O)(=O)N2CCCCC2)cc1[N+](=O)[O-]
    0.1, 33.6, -12.9, ., ., ., ., 3.9
CCOC(=O)CNC(=O)Cc1ccc(OC)cc1
    0.1, -5.1, 0.9, 4.0, -2.9, 2.6, 3.3, 0.1
Clc1ccc(N=C2SCCS2)cc1
    0.1, -24.0, 7.3, -64.9, 4.2, 4.1, -0.6, -1.2
O=C(NC1CCCC1)C1CCCN(S(=O)(=O)c2ccc(-n3cnnn3)cc2)C1 (stereo not drawn)
    ., -8.9, 0.5, ., ., 1.9, ., -5.8
Cc1ccc(N2C(=O)C(Cc3ccc(O)cc3)NC2=S)cc1C (stereo not drawn)
    0.2, 0.2, -19.0, ., ., ., ., 0.7
Cc1ccnc(SC2CC(=O)N(c3ccc(C(C)C)cc3)C2=O)n1 (stereo not drawn)
    -0.1, 30.5, ., 5.0, -0.3, 2.1, ., 2.4
CNC[C@@H]1OCCCC[C@H](C)Oc2ccc(NC(=O)c3ccncc3)cc2C(=O)N([C@H](C)CO)C[C@H]1C
    0.0, -23.0, 6.8, -0.5, -1.8, -2.6, 2.3, 28.2
N#Cc1ccccc1OCC(=O)Nc1ccc(S(=O)(=O)N2CCOCC2)cc1
    0.0, 5.3, -3.5, -6.7, -2.7, 1.5, 4.3, -6.5
CC(C)C[C@H]1CN=C(Nc2ccccc2)N1CCC1CCCCC1
    0.1, -4.2, -38.8&-29.6, 22.4, 1.7, 2.1&2.4, 2.6, .
C=CC[C@@H](CC(=O)N(CCO)Cc1ccccc1)C(=O)N[C@H](COC(=O)[C@@H](CC=C)Cc1ccc(F)cc1)Cc1ccccc1
    -0.3, 45.7, -29.3, -0.7, -7.7, 1.2, 2.0, -3.6
COc1cc(OC)c(C(=O)OCC(=O)N2CCOCC2)cc1OC
    0.0, -3.2, 19.2, 6.1, -1.5, -1.4, 0.0, -3.5
O=C(Nc1ccccc1N1CCCC1)C1CCCO1 (stereo not drawn)
    -0.1, 1.5, 6.1, -1.9, 0.3, 7.3, 1.5, 0.1

Bioassay records: PubChem BioAssay, Broad Institute
